# Screening data: PubChem, ICCB-Longwood Screening Facility, Harvard Medical School
# PV pol inh: poliovirus RNA polymerase inhibition; P03300; AID 588519; poliovirus polymerase elongation, fluorescence polarization; stronger effect = lower value; hit rate 0.66% among 150,000; % elongation, % (compound at 16.7 µg/mL); in the data active = % elongation below about 90%; note: some results filed as inactive read as strong as hits
# Target sequence (P03300 1749-2209 limits assumed): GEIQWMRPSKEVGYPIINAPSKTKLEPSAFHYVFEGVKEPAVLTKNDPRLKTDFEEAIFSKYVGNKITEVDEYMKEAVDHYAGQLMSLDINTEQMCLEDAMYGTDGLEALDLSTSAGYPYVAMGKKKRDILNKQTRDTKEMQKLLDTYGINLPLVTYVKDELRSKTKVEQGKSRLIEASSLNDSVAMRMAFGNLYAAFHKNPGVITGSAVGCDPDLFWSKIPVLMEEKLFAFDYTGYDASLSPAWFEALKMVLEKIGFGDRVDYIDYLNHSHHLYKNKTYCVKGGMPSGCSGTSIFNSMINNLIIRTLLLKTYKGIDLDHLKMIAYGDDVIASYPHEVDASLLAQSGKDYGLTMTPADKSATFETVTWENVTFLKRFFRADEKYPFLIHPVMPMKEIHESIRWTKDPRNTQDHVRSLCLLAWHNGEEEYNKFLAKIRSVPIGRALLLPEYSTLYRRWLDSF
# PV pol inh FP z-score: second read-out of PV pol inh, no call of its own (marks repeat the call); z-score; measured here: FP z-score; hits read low
# The depositor's hits bear a star; & = joins results of further samples. This is a subset; rates above refer to the full screens.
SMILES,PV pol inh,PV pol inh FP z-score
CCc1cccc(NC(c2ccccc2)c2nnc(-c3ccccc3F)o2)c1 (stereo not drawn),104.0,-0.3
COc1cccc(C(=O)NCCNc2nc3cc(C)cc(C)c3cc2C#N)c1,102.0,-0.1
COC(=O)Nc1ccc(SCC(=O)c2ccccc2)cc1,106.0,0.4
O=S(=O)(NCCc1cn2ccsc2n1)c1ccc(Cl)cc1,108.0,0.1
Cc1cccc(NC(=O)C2CCCN(c3nc4ccccc4s3)C2)c1C (stereo not drawn),112.0,1.3
C=CCn1c(=S)sc2c(SCC(N)=O)ncnc21,102.0,0.2
Oc1ccc(Cl)cc1Cc1cc(Cl)ccc1O,98.0,-0.3
Cc1c(-c2ccccc2)n(-c2ccccc2O)c2nc3c(c(=O)n(C)c(=O)n3C)n12,106.0,0.2
Cc1ccc(-c2cc(=O)n(-c3nc(C)cc(C)n3)[nH]2)cc1,102.0,0
COCCN(Cc1ccc(C)c(Br)c1)S(=O)(=O)c1ccc2[nH]c(=O)ccc2c1,102.0,-1.1
Cc1cc(=O)[nH]c(SCc2ccc(C(=O)Nc3nccs3)cc2)n1,102.0,0.2
CCc1ccc(CNC(=O)c2sc3ncccc3c2-n2c(C)ccc2C)cc1,100.0,-1.7
CC(=O)Nc1ccc2c(c1)C1C=CCC1C(c1cccc(Cl)c1Cl)N2 (stereo not drawn),103.0,0
COc1ccc(C(=O)OCC(=O)NCc2ccc3c(c2)OCO3)cc1S(=O)(=O)N1CCOCC1,98.0,-0.5
O=C(COc1ccccc1)Nc1ccccc1,102.0,0.9
Cc1n[nH]c(=O)c2noc(/C=C/c3ccc(C(F)(F)F)cc3)c12,103.0,0.3
CCOc1ccc(NC(=S)N(C)Cc2nccn2C)cc1,105.0,0.3
O=S(=O)(c1ccccc1)n1nccc1-c1cc(-c2ccccc2)no1,104.0,0.5
O=C(NCCc1csc2nc(-c3ccccc3F)nn12)c1ccccc1C(F)(F)F,112.0,1.4
Cc1ccc(CNC(=O)c2nc(SCc3cccc(C)c3)ncc2Cl)cc1,105.0,-0.3
CCC(C(=O)NCc1cc(OC)ccc1OC)n1nc(C)c2sc3ccccc3c2c1=O (stereo not drawn),105.0,-0.6
CCOc1ccccc1CNC(=O)C1CCN(c2nn3cc(-c4ccc(F)cc4)nc3s2)CC1,104.0,-0.9
Cc1ccc(NC(=O)Cn2c(=O)n(Cc3ccc4c(c3)OCO4)c(=O)c3ccccc32)cc1,109.0,1
COc1cccc(CNc2ccc(N3CCCCC3)cc2)c1OC,103.0,1.3
Cc1ccc(-c2noc(CN(C3CCCCC3)S(=O)(=O)c3ccc(Cl)cc3)n2)cc1,112.0,0.9
Cc1sc(NC(=O)Nc2ccccc2)c(C(N)=O)c1C,97.0,-0.8
CC(C)Cn1c(CN(Cc2ccccc2)Cc2ccccc2)nc2c1c(=O)[nH]c(=O)n2C,103.0,0.6
CCOC(=O)N1CCC(n2c(SCC(=O)Nc3ccc(C)c(Cl)c3)nc3ccccc3c2=O)CC1,102.0,0.5
COc1ccc(NC(=O)c2ccc3c(SCC(=O)O)c4c(nc3c2)CCC4)c(OC)c1,109.0,0.5
Cc1cc(OC(C)C(=O)N(Cc2ccc(N(C)C)cc2)Cc2ccco2)ccc1Cl (stereo not drawn),110.0,0.9
CCOC(=O)CSc1nc(C(C)(C)C)cc(C(F)(F)F)c1C#N,101.0,-0.4
Cc1cc(C)c(S(=O)(=O)NCC(c2ccc(N(C)C)cc2)N2CCOCC2)c(C)c1 (stereo not drawn),107.0,0.3
Fc1cccc(NC(=S)NCc2ccc3c(c2)OCO3)c1,108.0,0.9
Cc1nc2ccn(Cc3cccs3)c(=O)c2cc1C(=O)Nc1ccccc1,107.0,0.1
NC(=O)CS(=O)(=O)c1ccccc1,101.0,-0.7
Cc1ccccc1NC(=O)CN(C)S(=O)(=O)c1cccc2nsnc12,103.0,-0.1
Cc1cccc(N(C)S(=O)(=O)c2ccc3c(c2)NC(=O)CC(=O)N3)c1,111.0,1.9
N#CC1=C(N)SC(N)=C(C#N)C1CCC1CCCCC1,77.0,-6.2
CCOc1ccc(CCn2c3c(c(=O)[nH]c2=O)C(NC(=O)c2ccccc2)(C(F)(F)F)C(=O)N3)cc1OCC (stereo not drawn),104.0,0.1
COc1ccc(-c2nnc(NC(=O)C3CC3)o2)cc1,103.0,0.3
O=C1C(Nc2ccccc2)=CC(=O)c2ncccc21,82.0*,-3.5*
N#Cc1ccc(CSc2nc3ccc(Cl)cc3[nH]2)cc1,105.0,0.5
Cc1cc(C)c(C#N)c(SCc2cc(=O)[nH][nH]2)n1,101.0,-0.1
CCOc1ccc(NC(=O)c2oc3ccccc3c2NC(=O)C(C)Oc2ccccc2)cc1 (stereo not drawn),101.0,-0.9
CCC(=O)N1CCc2cc(S(=O)(=O)CCC(=O)N(C)c3ccc(Br)cc3)ccc21,102.0,-0.1
COc1ccc(CN(Cc2ccco2)C(=O)c2cc3ccccc3oc2=O)c(OC)c1,103.0,0.5
CCCn1nc(C(=O)NC2CCC(C)CC2)ccc1=O (stereo not drawn),99.0,-0.5
COc1ccccc1CNC(=O)CCn1c(=O)c2ccccc2n(Cc2ccc(F)cc2)c1=O,102.0,0.1
Cc1cccc2c(O)c(/C=C3/C(=O)N(c4ccccc4)NC3c3ccccc3)c(=O)[nH]c12 (stereo not drawn),102.0,0
COc1ccc(C(=O)c2cn(CC(=O)Nc3cc(OC)cc(OC)c3)c3ccc(OC)cc3c2=O)cc1,98.0,-0.8
COc1ccc(-c2nn(-c3ccccc3)cc2/C=N/O)cc1,101.0,-0.1
COC(=O)c1ccc(S(=O)(=O)N2CCN(C)CC2)n1C,102.0,0.1
Cc1ccc(-c2nc(I)ccc2O)cc1,99.0,-0.2
COC(=O)c1ccc(Oc2nc(Nc3ccccc3F)nc(N3CCCCC3C)n2)cc1 (stereo not drawn),101.0,0
Cc1cc(C(=O)OCc2cc(Cl)cc3c2OCOC3)on1,106.0,0.4
CC(Sc1nnnn1-c1ccc(O)cc1)C(=O)c1ccccc1 (stereo not drawn),101.0,-0.5
O=C(Cn1ccc2cc(S(=O)(=O)N3CCCC3)ccc21)NCc1ccccc1,104.0,0.3
O=C(CCS(=O)(=O)c1nc(-c2ccc3c(c2)OCO3)cc(C(F)(F)F)n1)Nc1ccc(Br)cc1,106.0,0.3
CC(C)(C)C(=O)/C=C1\SCC(=O)N1Cc1ccc(C#N)cc1,109.0,0.8
CCCCN(CC)c1nc(N)c2c(N)nc(SCC(=O)O)cc2c1C#N,103.0,0.1
# Other entries:
SMILES,PV pol inh,PV pol inh FP z-score
CCc1cccc(C)c1NS(=O)(=O)c1ccc(-c2cc(C)no2)s1,109.0,0.4
Cc1ccc(OCCSc2nnc(N)s2)cc1,102.0,-0.5
O=C(NC(Cc1cc(=O)[nH]c2ccccc12)C(=O)O)c1ccc(Cl)cc1 (stereo not drawn),100.0,0
Cc1ccc(-c2cn3cccnc3n2)cc1NC(=O)C(C)(C)Oc1ccc(Cl)cc1,110.0,0.6
CNC(=O)Cn1nc(C)c(S(=O)(=O)N2CCOCC2)c1C,104.0,0.2
C#CCSc1nc2cc(Cl)ccc2o1,100.0,-0.1
Cc1ccc(Cl)cc1N(C)C(=O)c1noc2c1CCCCC2,103.0,-0.1
Cc1cc(C(=O)O)ccc1-n1c(C)ccc1C,101.0,-0.1
COC(=O)c1ccccc1NC(=O)CN1Cc2ccccc2C1=O,102.0,0.2
Cc1nn(Cc2ccccc2Cl)c2sc(C(=O)NC(C)(C)C)cc12,105.0,0.2
COC(=O)c1cc(NC(=O)Cn2nc(-c3ccc(C)c(C)c3)ccc2=O)cc(C(=O)OC)c1,108.0,0.3
Cc1ccc(-c2nnc(N3CCOCC3)c3ccccc23)cc1S(=O)(=O)N1CCN(C)CC1,101.0,-0.4
CCn1nc(C)cc1-c1n[nH]c(=S)n1-c1ccccc1,102.0,0.1
Cc1ccc(C=NN2CCN(Cc3ccccc3)CC2)cc1,100.0,-0.4
CCCn1c(N)c(C(=O)CSc2nc3ccccc3c(=O)n2CCC)c(=O)[nH]c1=O,100.0,0
CC1CCCCN1C(=O)Cn1cc(C(=O)C2CC2)c2ccccc21 (stereo not drawn),99.0,-0.7
Cc1ccccc1Cn1c(CCCNC(=O)C2CCCCC2)nc2ccccc21,108.0,0.2
Cc1ccc(CNC(=O)C2CCCN(S(=O)(=O)c3cccc4nsnc34)C2)cc1 (stereo not drawn),114.0,1.8
O=C(NC1CCCCC1)NC1CCN(CC(=O)c2ccc(Cl)cc2)CC1,104.0,0.5
O=[N+]([O-])c1cc([As](=O)(O)O)ccc1O,100.0&100.0,0.4&0
Cc1noc(/C=C/c2cccs2)c1S(=O)(=O)N1CCC(C(=O)N2CCCCC2)CC1,100.0,0.1
CSc1nc2ccc(N)cc2s1,100.0,-0.5
Cn1nc(C(=O)N2CCc3ccccc32)c2c1-c1ccccc1S(=O)(=O)C2,99.0,-1.3
O=C(CC12CC3CC(CC(C3)C1)C2)N1CCCOC1,103.0,0.4
CCOc1ccc(C(=O)Nc2nc(-c3ccc(Br)cc3)ns2)cc1,110.0,0.6
COC(=O)Nc1nccs1,102.0,-0.2
COCc1cc(C)nc(SCC(=O)NC2C3CC4CC(C3)CC2C4)c1C#N (stereo not drawn),104.0,1
CNc1nc(C)c(C(=O)OCc2ccccc2)s1,101.0,0.2
O=C(CCn1c(=O)c2cccn2c2cccnc21)NCc1ccccc1F,107.0,0.1
OC(C#CCN1CCCC1)c1ccccc1 (stereo not drawn),102.0,0
CCOc1ccc(C(=O)OCC(=O)N2CCCC2)cc1,104.0,0.9
O=c1c2c([nH]c3ccccc13)C(=C1CCCC1)CC2,102.0,0.4
COc1ccc(NS(=O)(=O)c2ccc3[nH]c4c(c3c2)CCCC4)cc1OC,96.0,-1
O=C1Cc2cc(S(=O)(=O)N3CCCCC3)ccc2N1,104.0,1.1
CC1CCCCC1NC(=O)Cn1ncc2c(=O)oc3ccccc3c21 (stereo not drawn),99.0,-0.6
Cc1ccc(N2CC(NC(=O)Nc3ccc(C(N)=O)cc3)CC2=O)cc1C (stereo not drawn),99.0,-0.8
Cn1ccnc1Sc1cnc(SCc2ccc(Cl)cc2)nc1-c1ccccc1,103.0,-0.2
Cc1c(C(=O)N2CCC(C)CC2)c(S(=O)(=O)NCc2ccc(Cl)cc2)c(C)n1C,114.0,1.7
CCc1ccc(NC(=O)Cn2ncc3c2-c2ccccc2OC3)cc1,105.0,1.6
COc1ccc(CNCC2COc3ccccc3O2)cc1OC (stereo not drawn),102.0,-0.3
O=c1nc2c(-c3ccc(Cl)cc3)n[nH]n2c2ccccc12,104.0,0.5
CCc1cccc2c(C(=O)C(Sc3nnc(CN4CCCC4=O)o3)c3ccccc3)c[nH]c12 (stereo not drawn),102.0,-0.1
CC1=C(C(=O)Nc2ccc(C)cc2C)C(c2ccccc2)n2ncc(C(=O)Nc3ccccc3)c2N1 (stereo not drawn),99.0,-1.7
CC(=O)N1CCc2cc(NC(=S)NC3CCCCCC3)ccc21,108.0,0.8
CCCCN(CCCC)CC(O)Cn1cc(/C=C/C(=O)c2ccccc2)c2ccccc21 (stereo not drawn),110.0,0.6
CCS(=O)(=O)c1nc2ccccc2n1CC(=O)Nc1ccccc1C(=O)OC,105.0,0.1
O=C(Cc1c(O)c2ccccc2[nH]c1=O)NCc1ccccc1Cl,103.0,0.7
CCN(CC)C(=O)c1ccc(NC(=S)NC2CC2)cc1,105.0,0.1
CCOC(=O)C1CCCCN1Cc1ccc(Br)cc1 (stereo not drawn),100.0,0.1
CCN(CC)S(=O)(=O)c1ccc(NC(=O)CCn2c(=O)oc3ccccc32)cc1,101.0,0
COc1ccccc1OCc1nc(=S)[nH][nH]1,100.0,-0.1
CC(C(=O)Nc1ccc2c(c1)OCCO2)n1sc2ccccc2c1=O (stereo not drawn),100.0,-0.7
CCSc1nnc(SC(C)C(=O)Nc2ccc(C#N)cc2)s1 (stereo not drawn),96.0,-0.8
COc1ccccc1OCc1cccc(C(=O)N2CCCCCC2)c1,102.0,0.4
c1ccc(OCc2nnc3n2CCCCC3)cc1,102.0,-0.3
CCC(C)C(=O)Nc1nccs1 (stereo not drawn),106.0,0.3
S=C(Nc1ccc(Cl)cc1)N1CCSC1c1ccc(Br)cc1 (stereo not drawn),102.0,0.1
Cc1cc(C)n2nc(C)cc2n1,104.0,0.6
O=C(Nc1ccc(F)cc1F)c1nc(-c2cccc(F)c2)n2c1CCCCC2,103.0,0.2
CC(C#N)(NC(=O)COc1ccc(C#N)cc1)C1CC1 (stereo not drawn),98.0,-0.2
CCOc1ccc(NC(=O)c2ccc(N3C(=O)NC4CC3(C)Oc3ccccc34)cc2)cc1 (stereo not drawn),103.0,0.3
CCOc1ccc(S(=O)(=O)NCCc2c(C)[nH]c3c(Cl)cccc23)cc1C,104.0,0

# Quoted at random: 4 compounds from above, in no set order.
SMILES,PV pol inh,PV pol inh FP z-score
COC(=O)Nc1ccc(SCC(=O)c2ccccc2)cc1,106.0,0.4
Cc1cc(OC(C)C(=O)N(Cc2ccc(N(C)C)cc2)Cc2ccco2)ccc1Cl (stereo not drawn),110.0,0.9
O=C(NC1CCCCC1)NC1CCN(CC(=O)c2ccc(Cl)cc2)CC1,104.0,0.5
CC(C)Cn1c(CN(Cc2ccccc2)Cc2ccccc2)nc2c1c(=O)[nH]c(=O)n2C,103.0,0.6

# Compounds listed so far with bromine (6):
SMILES,PV pol inh,PV pol inh FP z-score
COCCN(Cc1ccc(C)c(Br)c1)S(=O)(=O)c1ccc2[nH]c(=O)ccc2c1,102.0,-1.1
CCC(=O)N1CCc2cc(S(=O)(=O)CCC(=O)N(C)c3ccc(Br)cc3)ccc21,102.0,-0.1
O=C(CCS(=O)(=O)c1nc(-c2ccc3c(c2)OCO3)cc(C(F)(F)F)n1)Nc1ccc(Br)cc1,106.0,0.3
CCOc1ccc(C(=O)Nc2nc(-c3ccc(Br)cc3)ns2)cc1,110.0,0.6
CCOC(=O)C1CCCCN1Cc1ccc(Br)cc1 (stereo not drawn),100.0,0.1
S=C(Nc1ccc(Cl)cc1)N1CCSC1c1ccc(Br)cc1 (stereo not drawn),102.0,0.1
